Source: PubChem BioAssay
HP1b binding inh: HTS for Inhibitors of HP1-beta Chromodomain Interactions with Methylated Histone Tails; Chromobox protein homolog 1 (Homo sapiens), P83916; AlphaScreen HP1-beta / biotin-H3K9me3 peptide binding; Potency, µM (series often up to 114 µM), for the others: top-dose activity change, negative = inhibition, most hits filed as inhibitors; hit rate 0.56% among 390,000; AID 540317, 2011; further: potency means the concentration at half of the fitted maximal effect; nearly all actives have a fitted effect of over 70% in size; inactives centre near 23
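AlphaScreen: HP1-beta (50 nM) preformed 30 min with biotin-H3(1-18)K9me3 peptide (50 nM) in PBS pH 7.4, 0.01% Tween-20. Compound added for 30 min at RT, then streptavidin donor/nickel chelate acceptor beads (10 ug/mL) for 30 min.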
G9a block: qHTS Assay for Inhibitors of Histone Lysine Methyltransferase G9a; Potency, µM (series often up to 102 µM), without a hit: at the top dose activity, negative = inhibition, most hits filed as inhibitors; AID 504332, 2011; Histone-lysine N-methyltransferase EHMT2 (Homo sapiens), Q96KQ7; G9a H3K9 monomethylation, AlphaScreen, 2 h; hit rate 8.8% among 350,000; further: potency means the concentration at half of the fitted maximal effect; on the % scale 0 is the no-effect control and ±100 the full control effect; nearly all actives have a fitted effect of over 75% in size
Target sequence (Q96KQ7 913-1193 limits assumed): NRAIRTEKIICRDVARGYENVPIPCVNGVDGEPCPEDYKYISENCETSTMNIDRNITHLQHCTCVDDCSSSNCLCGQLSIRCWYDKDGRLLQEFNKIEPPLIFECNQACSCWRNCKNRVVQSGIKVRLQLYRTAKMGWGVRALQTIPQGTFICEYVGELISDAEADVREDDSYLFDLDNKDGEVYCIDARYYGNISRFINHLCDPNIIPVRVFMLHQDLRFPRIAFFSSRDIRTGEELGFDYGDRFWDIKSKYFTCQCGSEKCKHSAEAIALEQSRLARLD
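Quantitative HTS format: methyltransferase activity on a biotin-tagged H3K9 peptide is measured by AlphaScreen, using a rabbit anti-monomethyl-H3K9 antibody with streptavidin donor and anti-IgG acceptor beads. Final levels are 20 nM enzyme, 500 nM peptide, 20 uM SAM; 2 h RT.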
PI4K2A block: qHTS for small molecular inhibitors of PI4K2A. Phosphatidylinositol 4-kinase type 2-alpha (Homo sapiens), Q9BTU6. purified PI4K2A, ADP-Glo luminescence, 1 h; hits give low values. activity change, negative = inhibition, % at 76.9 µM. hit rate 0.13% among 420,000. AID 1346378, 2018; in the data active means activity change below about -50%; inconclusive means mostly about -30% to -49%;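 further: -100% = wells without enzyme as full effect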
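PI4K2A activity was measured by ADP-Glo luminescence: enzyme (4 ug/mL stock) and phosphatidylinositol (1.2 mM stock) in Tris pH 7.5/MgCl2/EGTA/Triton X-100 buffer were reacted with ATP (300 microM stock) for one hour at ambient temperature.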
JMJD2A Tudor inh: qHTS Assay for Inhibitors of JMJD2A-Tudor Domain. Lysine-specific demethylase 4A (Homo sapiens), O75164. hit rate 4.4% among 390,000. AID 504339, 2011. AlphaScreen JMJD2A-Tudor / H3K4me3 peptide binding. Potency, µM (top dose mostly 114 µM), for inactives: top-dose activity change, negative = inhibition, usual class: inhibitors; further: potency means the concentration at half of the fitted maximal effect; on the % scale 0 is the no-effect control and ±100 the full control effect; nearly all actives have a fitted effect of over 50% in size
GLS inh: qHTS for Inhibitors of Glutaminase (GLS) | Glutaminase kidney isoform, mitochondrial (Homo sapiens), O94925 | GLS enzymatic activity, qHTS titration | Potency, µM (top dose mostly 45.5 µM), for inactives: at the highest dose activity change, negative = inhibition, hits mostly inhibitors | hit rate 0.21% among 410,000; further: potency means the concentration at half of the fitted maximal effect; on the % scale 0 is the no-effect control and ±100 the full control effect
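Two-point fluorescence kinetic (t0, 30 min RT) for hKGA; glutamate detected via glutamate oxidase–HRP–Amplex Red. Substrate: 1 mM L-glutamine solution; buffer 45 mM KH2PO4, pH 8.2.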
Pol eta inh: qHTS for Inhibitors of Polymerase Eta | hit rate 1.2% among 390,000 | DNA polymerase eta (Homo sapiens), Q9Y253 | Potency, µM (highest dose often 114 µM), inactives show at the highest dose activity change, negative = inhibition, most hits filed as inhibitors | recombinant Pol eta, fluorescent DNA replication assay; further: potency means the concentration at half of the fitted maximal effect; on the % scale 0 is the no-effect control and ±100 the full control effect
Target sequence (Q9Y253 whole entry, looked up): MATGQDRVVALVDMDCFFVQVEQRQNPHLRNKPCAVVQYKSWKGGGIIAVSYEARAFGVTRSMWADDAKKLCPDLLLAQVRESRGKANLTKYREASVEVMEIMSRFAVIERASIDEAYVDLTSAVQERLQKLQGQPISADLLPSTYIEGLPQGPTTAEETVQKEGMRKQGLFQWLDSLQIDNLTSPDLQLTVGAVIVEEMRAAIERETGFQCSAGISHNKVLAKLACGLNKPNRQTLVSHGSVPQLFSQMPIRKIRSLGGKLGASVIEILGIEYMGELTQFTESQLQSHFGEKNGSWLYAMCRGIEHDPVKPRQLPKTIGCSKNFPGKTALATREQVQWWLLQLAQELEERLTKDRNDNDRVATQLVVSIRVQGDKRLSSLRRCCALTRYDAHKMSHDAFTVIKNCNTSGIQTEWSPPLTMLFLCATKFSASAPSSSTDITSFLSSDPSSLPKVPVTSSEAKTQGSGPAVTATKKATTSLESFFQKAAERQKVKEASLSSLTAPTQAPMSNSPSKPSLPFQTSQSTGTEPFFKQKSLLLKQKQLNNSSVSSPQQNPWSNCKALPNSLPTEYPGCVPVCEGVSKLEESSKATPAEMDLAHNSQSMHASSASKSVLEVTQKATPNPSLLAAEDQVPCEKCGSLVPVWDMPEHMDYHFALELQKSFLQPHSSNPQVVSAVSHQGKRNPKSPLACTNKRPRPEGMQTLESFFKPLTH
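Pol eta at 10 nM preincubated with compounds 15 min at room temperature; reaction started with fluorescent substrate (50 nM final) and read kinetically at 0 and 10 min.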
PGK inhibitor: qHTS Assay to Find Inhibitors of Phosphoglycerate Kinase. Potency, µM (titrated, usually from 57.5 µM), for the others: top-dose activity change, negative = inhibition, usual class: inhibitors. Phosphoglycerate kinase, glycosomal (Trypanosoma brucei brucei), P07378. PGK/GAPDH coupled, Kinase-Glo luminescence, 60 min. hit rate 0.043% among 380,000; further: potency means the concentration at half of the fitted maximal effect; on the % scale 0 is the no-effect control and ±100 the full control effect; nearly all actives have a fitted effect of over 60% in size
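Luminescent ATP detection (Kinase-Glo Plus) follows a 60-minute room-temperature incubation, with wells lacking PGK as controls. Buffer: 100 mM TEA (pH 7.6), 5 mM MgCl2, 0.01% Tween-20. Coupling enzyme GAPDH (100 nM final) supplies unstable 1,3-BPG in-well.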
Pin1 inh: qHTS Assay to Find Inhibitors of Pin1. Peptidyl-prolyl cis-trans isomerase NIMA-interacting 1 (Homo sapiens), Q13526. Pin1 FP peptide displacement, HiFluor488, 10 min. Potency, µM (highest dose often 115 µM), for inactives: at the top dose activity, negative = inhibition, usual class: inhibitors. hit rate 0.009% among 390,000. AID 504891, 2011; active means well fitted inhibition curve with a large enough effect in the polarisation, with a control signal flat, not every such curve was filed as active; inconclusive means small, poorly fitted or top-dose-only effect, or effect the other way, or a change in a side signal; inactive means no such curve, though single readings can be large or run the other way; the % refers to the polarisation; further: potency means the concentration at half of the fitted maximal effect; on the % scale 0 is the no-effect control and ±100 the full control effect
BAZ2B block: qHTS Assay for Inhibitors of BAZ2B | Potency, µM (titrated, usually from 114 µM), for inactives: at the top dose activity change, negative = inhibition, hits mostly inhibitors | AlphaScreen BAZ2B-H3K14Ac peptide displacement | hit rate 4.4% among 360,000; further: potency means the concentration at half of the fitted maximal effect; on the % scale 0 is the no-effect control and ±100 the full control effect; nearly all actives have a fitted effect of over 60% in size
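Multi-concentration screen (max 110 uM) measuring displacement of acetylated histone H3 peptide from BAZ2B by AlphaScreen, using 50 nM protein, 50 nM peptide and 10 ug/mL streptavidin donor plus Ni-chelate acceptor beads.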
The depositor's hits bear a star; i = inactive; ? = inconclusive; nt = no result given; & = joins results of further samples; [ ] = remark or other dose. Unless noted, the call rests on the fitted dose curve; in most records, active means well fitted curve in the direction sought with a large enough effect; inconclusive means small, poorly fitted or top-dose-only effect, or another doubt; inactive means no such curve, though single readings can be large; an effect the other way counts as inactive or inconclusive. These rows are one share of the data; rates above refer to the full screens.

nr	SMILES	HP1b binding inh	G9a block	PI4K2A block	JMJD2A Tudor inh	GLS inh	Pol eta inh	PGK inhibitor	Pin1 inh	BAZ2B block
1	CCC(C(=O)NCc1ccco1)n1nc(C)c2c(C)n(-c3ccc(C)cc3)nc2c1=O (stereo not given)	14.6%&14.8%	-7.6%[59 µM]	1.9&-0.1	-5.6%&-7.9%	-14.2%&-0.3%	-21.4%&-4.5%	-7.3%&0.4%	3.3%&2.4%	-8.0%&-21.4%
2	O=CN1CCN(C(C(=O)NC2CCCC2)c2ccc(Cl)cc2)CC1 (stereo not given)	30.4%	?	3.9	-2.3%	2.0%	-16.7%	-3.1%	0.6%	-5.4%
3	CC(=O)Nc1ccc(NC(=O)C(C)OC(=O)/C=C/c2cn(-c3ccccc3)nc2-c2cccnc2)cc1 (stereo not given)	32.1%	-12.5%[59 µM]	-1.8	-26.1%	1.6%	1.8%	i	42.0%[activator]	3.4%
4	Nc1ccn(C2OC(CCl)C(O)C2O)c(=O)n1 (stereo not given)	nt	nt	2.6	nt	0.9%	-13.5%	-8.2%	nt	nt
5	Cc1c(OC(C)C(=O)NCC(O)c2ccccc2)ccc2c3c(c(=O)oc12)CCCC3 (stereo not given)	13.6%	5.4%[0.0925 µM]	1.9	-15.1%	-11.6%	-0.6%	0.7%	?	-9.1%
6	O=C(NCc1ccccc1F)c1ccc(CSc2nc3cccnc3n2Cc2ccccc2)cc1	34.6%	-2.7%[59 µM]	-3.0	-9.2%	4.1%	-15.7%	-2.7%	41.8%[activator]	-0.7%
7	CN(CC(=O)Nc1ccc(F)cc1)C(=O)COC(=O)/C=C/c1ccccc1[N+](=O)[O-]	19.8%	0.3%[12.7 µM]	2.4	-7.4%	4.7%	-0.9%	-2.6%	0.1%	6.3%
8	CN(C)CCSc1nc(-c2ccccc2)nc2c1CCC2	6.0%	?	1.4	-24.7%	-3.4%	-14.6%	-1.9%	-0.3%	2.3%
9	CCCCN(C(=O)c1ccc(C)o1)c1c(N)n(CCCC)c(=O)[nH]c1=O	24.0%	4.9%[0.501 µM]	-0.9	-11.7%	1.6%	-17.5%	i	1.7%	-2.8%
10	CCOc1ccccc1Nc1cc(C)nc2nnnn12	1.4%	-5.6%	-4.8	-7.2%	-0.3%	-6.9%	-1.5%	-1.1%	-27.1%
11	COc1ccc(C(=O)CN2C(=O)NC3(CCCCC3)C2=O)cc1OC	36.1%	9.0%	-9.3	-20.7%	6.1%	-18.8%	-7.7%	-11.0%	1.3%
12	Cc1cc(C(F)(F)F)nn1CC(=O)NNC(=S)Nc1cccc(Cl)c1	15.1%	?	-2.4	-20.5%	9.1%	1.7%	-4.8%	1.1%	-0.1%
13	Cc1ccc(-n2ccc(=O)c(C(=O)Nc3ccc(S(=O)(=O)Nc4nccs4)cc3)n2)cc1	19.2%	-20.0%	-2.9	-26.2%	7.3%	79.4µM*	-9.4%	?	?
14	N=C1CCCN1CC(=O)c1ccc(Br)cc1	31.4%	-20.8%[59 µM]	-6.0	3.3%	5.8%	-10.9%	6.3%	3.0%	-1.2%
15	O=c1ccc2cc(S(=O)(=O)Nc3ccc(Br)cc3)ccc2o1	7.8%	13.8%[59 µM]	6.7	-23.1%	2.3%	-2.5%	i	1.2%	?
16	COc1ccc(/C=C/c2cccc[n+]2C)c(O)c1	5.5%	nt	2.0	-1.3%	27.4%	-16.6%	-4.4%	53.0%[activator]	-4.4%
17	CCN=C1SC(C(=O)Nc2ccc(OC)cc2)CC(=O)N1CC (stereo not given)	14.9%	8.7%	-4.4	-9.3%	-13.2%	8.2%	6.4%	2.0%	10.2%
18	CCOC(=O)COc1cc(Br)c(/C=N/Nc2ccccc2)cc1OC	27.0%	10µM*	-1.5	-24.2%	-14.5%	?	-0.3%	1.3%	-1.3%
19	CCN1CCc2nc(NC(=O)C(c3ccccc3)c3ccccc3)sc2C1	2.4%	?	-3.2	-24.4%	2.3%	-2.5%	0.2%	15.9%	-7.7%
20	CCCc1nn2c(=O)cc(COC(=O)c3ccc(NC(=O)c4cccs4)cc3)nc2s1	14.7%	-4.4%[12.7 µM]	5.0	-0.7%	-0.9%	6.2%	4.1%	-4.9%	-12.3%
21	CCOP(=O)(c1ccc(N(C)C)cc1)C(O)c1cc(OC)c(OC)c(OC)c1 (stereo not given)	5.9%	?	-0.5	-9.0%	16.2%	-10.8%	-4.0%	-8.9%	14.6%
22	COCCN1CCN(C(=O)C2CCC(=O)N(CCc3ccc(Cl)cc3)C2)CC1 (stereo not given)	5.7%	?	5.2	-7.3%	10.1%	1.2%	i	-1.4%	-0.9%
23	O=C(Cc1ccc([N+](=O)[O-])cc1)Nc1cccc(C(=O)N2CCOCC2)c1	36.6%	nt	-2.5	-19.3%	0.3%	-20.6%	-3.4%	-7.0%	nt
24	CN(CCC#N)C(=O)CC1(Cc2ccccc2)CCOC(C)(C)C1 (stereo not given)	28.6%	-4.2%	7.6	-16.2%[11.4 µM]	-11.6%	-2.2%	-9.6%	-8.2%	-11.1%
25	COc1ccc(CNC(=O)Cn2nc([N+](=O)[O-])c(Br)c2C)cc1	54.1%[activator]	0.1%	0.5	-16.6%	-4.3%	5.6%	-10.1%	-0.4%	?
26	O=C(NCc1cccc(F)c1)c1ccc2nc(N3CCOCC3)sc2c1	37.0%	-2.3%	-2.8	-19.3%	1.3%	-15.4%	0.0%	1.3%	-31.3%
27	O=C(Nc1ccc(Cl)cc1F)c1oc(=O)c2ccccc2c1-c1ccccc1	48.0%[activator]	21.7%[59 µM]	1.2	4.7%	4.1%	-22.5%	-3.2%	38.3%[activator]	nt
28	O=C1CSC(c2nn(-c3ccccc3)cc2-c2cc3ccccc3oc2=O)N1Cc1ccco1 (stereo not given)	-11.4%	-37.9%[59 µM]	-3.3	-20.9%	-0.6%	-17.2%	-9.5%	25.1%	3.7%
29	CCOc1ccc(-c2cc(C(=O)NCCc3ccccc3)c3c(-c4ccc(C)cc4)[nH]nc3n2)cc1	38.4%	13.5%[59 µM]	3.7	-1.0%	3.6%	-15.6%	-6.1%	38.2%[activator]	25.1%
30	CC(=O)NC(NC(=S)Nc1ccc(N=Nc2ccccc2C)cc1C)C(Cl)(Cl)Cl (stereo not given)	-20.5%	nt	6.1	-26.6%	2.7%	9.7%	2.2%	0.2%	?

The final two compounds of the part before come first, to join the parts.
nr	SMILES	HP1b binding inh	G9a block	PI4K2A block	JMJD2A Tudor inh	GLS inh	Pol eta inh	PGK inhibitor	Pin1 inh	BAZ2B block
29	CCOc1ccc(-c2cc(C(=O)NCCc3ccccc3)c3c(-c4ccc(C)cc4)[nH]nc3n2)cc1	38.4%	13.5%[59 µM]	3.7	-1.0%	3.6%	-15.6%	-6.1%	38.2%[activator]	25.1%
30	CC(=O)NC(NC(=S)Nc1ccc(N=Nc2ccccc2C)cc1C)C(Cl)(Cl)Cl (stereo not given)	-20.5%	nt	6.1	-26.6%	2.7%	9.7%	2.2%	0.2%	?
31	Cc1cc(C)c(NC(=O)c2ccc(CNS(=O)(=O)c3cc(C(F)(F)F)ccc3Cl)cc2)c(C)c1	11.4%	11.6%[59 µM]	0.5	-16.4%	1.0%	-13.1%	-5.9%	23.7%	-7.8%
32	COc1cc(C)c(CN2CCCCC2CO)cc1C (stereo not given)	44.9%[activator]	-2.1%[59 µM]	1.1	-4.6%	2.7%	-4.7%	-6.5%	-1.5%	2.9%
33	CCc1cccc(C)c1Nc1c(-c2cccs2)nc2nc(C)cc(C)n12	3.3%	-0.3%[59 µM]	-1.4	-16.1%	35.5%[activator]	-8.8%	-4.5%	0.7%	-11.9%
34	CN(C)CCNc1oc(-c2cccc(Cl)c2)nc1C#N	-10.9%	-21.8%	3.1	?	1.2%	-16.5%	-5.2%	-9.7%	-4.0%
35	Cc1ccc(/C=N\NC(=O)CNC(=O)C23CC4CC(CC(C4)C2)C3)o1	8.8%	-5.5%[12.7 µM]	1.8	-22.1%	3.6%	-0.3%	-4.6%	2.3%	-4.8%
36	COc1cc(C(=O)NCC(c2ccc3c(c2)OCO3)N2CCN(C)CC2)cc(OC)c1OC (stereo not given)	51.1%[activator][57 µM]	11.5%[59 µM]	-1.2	-3.5%	5.2%	-0.8%	3.1%	-0.7%	40.0%[activator]
37	O=C1C(=O)N(Cc2cccnc2)C(c2cccc(O)c2)/C1=C(\O)c1ccc2c(c1)OCCO2 (stereo not given)	32.7%[activator]	35.5µM*	-1.9	12.8%	26.7%	4.3%	2.8%	0.2%	?
38	CCOC(=O)N1CCC(N2C(=O)c3ccccc3C2=O)CC1	18.9%	19.3%	-3.2	-14.8%	0.5%	-12.5%	-1.2%	-0.9%	-4.2%
39	O=C(CCSc1ccc(Cl)cc1)NC12CC3CC(CC(C3)C1)C2	85.6%	35.0%[activator]	-1.5	27.9%	-5.1%	-23.8%	-0.6%	-5.7%	22.7%
40	COC(=O)c1ccc(CSc2nnc(-c3ccncc3)n2Cc2ccccc2)o1	55.5%[activator]	?	-14.1	-3.8%[11.4 µM]	-15.9%	2.7%	-2.6%	11.4%	10.7%
